S1P4 ag: human S1P4 receptor agonism; O95977; 220,000 tested, 0.35% active; S1P4-expressing cell line, agonist reporter assay; activation, % at 4.98 µM; in the data active means activation above about 11%;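 further: 0% = DMSO vehicle and 100% = reference agonist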
Target sequence (O95977 whole entry, looked up): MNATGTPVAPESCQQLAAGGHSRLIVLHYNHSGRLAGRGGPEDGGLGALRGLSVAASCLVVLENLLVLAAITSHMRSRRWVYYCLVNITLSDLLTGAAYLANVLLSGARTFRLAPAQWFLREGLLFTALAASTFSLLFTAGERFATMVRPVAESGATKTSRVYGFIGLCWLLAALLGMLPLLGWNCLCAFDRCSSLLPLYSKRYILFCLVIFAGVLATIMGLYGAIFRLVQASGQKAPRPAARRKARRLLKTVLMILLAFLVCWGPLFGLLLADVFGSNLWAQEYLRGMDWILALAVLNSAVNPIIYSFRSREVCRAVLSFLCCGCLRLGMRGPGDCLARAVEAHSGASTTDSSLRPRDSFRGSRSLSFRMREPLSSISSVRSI
Mdm2 ligase inh: blocks human Mdm2 ubiquitin ligase activity | Q00987 | 210,000 tested, 0.11% active | cell-based MDM2 ubiquitination luciferase reporter, 2 h; 0 = plate control, 100 = twice control, blank-subtracted | signal enhancement, % at 5 µM | AID 1230;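 active means signal enhancement of 30% or more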;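 further: luminescence tracks abundance of the self-degrading MDM2-luciferase fusion protein; higher signal means inhibition of MDM2 E3 ligase activity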
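system = mammalian cells stably expressing self-ubiquitinating, self-degrading MDM2 E3–luciferase fusion | quantity = 2000 cells per well seeded | incubation = 4 h cell settling then 2 h compound exposure, 37 °C | signal = SteadyLite luminescence, 15 min reagent step | benchmarks = plate control and blank wells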
Ba/F3 V617F tox: loss of viability in JAK2V617F-driven Ba/F3 cells; Ba/F3 EpoR-JAK2V617F viability, ATP luminescence; inhibition, % at 5.6 µM; 220,000 tested, 1.1% active; AID 1446;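 active means inhibition above the campaign mean plus 3 SD over all tested compounds, cut at about 24% in these data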;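 further: cytokine-independent growth of Ba/F3 cells driven by EpoR plus mutant JAK2; 0% = DMSO-treated cells and 100% = JAK inhibitor I control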
eIF4E-4G inh: blocks eIF4E binding to eIF4G; P63073+Q04637; TR-FRET eIF4E-eIF4GI(517-606) binding, 2 h; inhibition, % at 21.7 µM; 220,000 tested, 0.37% active; AID 782;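 active means inhibition above about 30%, limit read from the data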;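 further: 0% = full FRET control wells and 100% = background wells lacking eIF4GI fragment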
NPY-Y2 PAM-ag: potentiates or activates human NPY-Y2 receptor; cells expressing NPY-Y2, potentiator/agonist read-out; AID 1359; P49146; 220,000 tested, 0.45% active; activation, % at 3.6 µM; in the data active means activation above about 27%;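 further: cells stimulated with NPY near EC25 plus isoproterenol at EC100; 0% = vehicle plus submaximal agonist and 100% = vehicle plus saturating agonist; some results beyond the cut were filed as inactive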
Target sequence (P49146 whole entry, looked up): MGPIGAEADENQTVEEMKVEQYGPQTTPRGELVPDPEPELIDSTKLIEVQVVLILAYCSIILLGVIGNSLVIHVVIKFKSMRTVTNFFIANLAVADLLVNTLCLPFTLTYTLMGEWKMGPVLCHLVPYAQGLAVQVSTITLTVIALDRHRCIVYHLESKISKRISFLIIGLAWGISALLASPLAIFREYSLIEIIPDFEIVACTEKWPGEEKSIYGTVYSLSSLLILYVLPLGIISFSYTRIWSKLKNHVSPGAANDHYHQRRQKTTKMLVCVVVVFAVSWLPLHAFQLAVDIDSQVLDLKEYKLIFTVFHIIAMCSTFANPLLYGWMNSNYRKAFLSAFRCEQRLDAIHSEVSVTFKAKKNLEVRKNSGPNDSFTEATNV
PERK inh: blocks human PERK kinase; Q9NZJ5; CHO PERK-DD fusion, SEAP luminescence translation reporter; inhibition, % at 5.6 µM; 220,000 tested, 0.17% active; AID 1416;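 active means inhibition above the mean inhibition of all tested compounds plus 3 SD, set separately per screening campaign, cut at about 2.9% in these data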;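 further: PERK kinase domain activated by AP20187 dimerizer at 100 nM; 0% = DMSO with dimerizer and 100% = rapamycin at 8.4 µM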
BaF3 tox: counter-screen for JAK2V617F inhibitors: parental Ba/F3 viability inhibitors. CellTiter-Glo ATP luminescence. inhibition, % at 5.6 µM. 220,000 tested, 1.1% active. AID 1486;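 active means inhibition above a per-campaign cutoff, the mean inhibition of all tested compounds plus 3 SD, cut at about 27% in these data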;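 further: 0% = DMSO wells and 100% = JAK Inhibitor I control wells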
Wee1 stabilizer: inhibitors of human Wee1 degradation. P30291. HeLa Luc-Wee1K328M stability, luciferase luminescence; 100% = proteasome inhibitor MG132 effect. reporter increase, % at 5 µM. 220,000 tested, 1.2% active. AID 1321;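 active means activation above the mean of all tested compounds plus 3 SD, set per screening run, cut at about 8.8% in these data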;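 further: cells exposed to compound for 20 h before luminescence read; 0% = DMSO alone and 100% = MG132 at 30 µM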
S1P4 antagonist: human S1P4 receptor antagonism; O95977; S1P4-expressing cells, antagonist mode, reporter read-out; inhibition, % at 4.98 µM; 220,000 tested, 0.26% active; AID 1510; in the data active means inhibition above about 29%;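 further: 0% = wells stimulated with agonist and 100% = vehicle wells without agonist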
An asterisk follows results filed as active; nt = not tested or not shown; [ ] = another dose, or the depositor's remark.

No.	SMILES	S1P4 ag	Mdm2 ligase inh	Ba/F3 V617F tox	eIF4E-4G inh	NPY-Y2 PAM-ag	PERK inh	BaF3 tox	Wee1 stabilizer	S1P4 antagonist
1	COc1cc(OC)cc(OCC(O)Cn2cnc(-c3ccccc3)c2)c1 (centres undefined)	0.5	-12	-1	-4	1	0.7	3	2	-8
2	CS(=O)(=O)N1CCC(Oc2ccccc2C(=O)N2CCNC(=O)C2)CC1	4.7	-1	-2	-1	-1	2.2	4	-1	-13
3	O=C1c2ccccc2C(=O)N1CCc1csc(-c2ccccc2)n1	-0.4	4	-4	-5	-12	-0.1	-2	-1	-7
4	COc1ccc(NC(=O)CCn2nnc(-c3ccc(C)cc3)n2)cc1OC	-1.5	-8	-4	-2[fluorescence artefact?]	18	-0.4	1	0	4
5	O=C(/C=C\Nc1ccc(Br)cc1)c1cccnc1	1.6	-47	-2	12	15	0.3	6	11*	-15
6	O=C1CNC(=O)N1Cc1ccc(Br)cc1	0.0	-11	-2	5[fluorescence artefact?]	7	1.0	3	1	-16
7	COc1ccc2nccnc2c1[N+](=O)[O-]	-1.1	-9	0	-3	-6	-0.3	0	4	0
8	CCN(CC)S(=O)(=O)c1cccc(C(=O)Nc2ccc3c(c2)OCO3)c1	-0.1	-10	2	1	1	0.2	-1	1	-4
9	Cc1cc(Cl)nc(-n2nc(C)cc2C)n1	1.5	-12	-2	-5	-16	1.5	-4	-3	-3
10	CCCOC(=O)COC(=O)c1ccccc1NC(=O)c1ccccc1	-4.4	-4	-1	2	-11	0.9	10	0	-12
11	CC(C)(O)[C@H](O)COc1c2ccoc2cc2oc(=O)ccc12	0.9	nt	-1	3	-7	0.4	7	2	-7
12	COc1cccc(CNC(=O)c2ccc3nc[nH]c3c2)c1	1.6	-1	1	3	2	0.3	3	1	-22
13	COc1ccc(/C=N/NC(=O)CCc2n[nH]c(=O)[nH]c2=O)cc1OC	2.6	-12	2	-2[fluorescence artefact?]	-12	1.2	6	4	-17
14	CC(C)NC(=O)c1ccc(-c2ccccc2C(F)(F)F)o1	0.6	-9	-3	0	-1	0.3	2	-2	12
15	Cc1ccc(S(=O)(=O)CCC(=O)NCc2ccccc2Cl)cc1	-0.3	-3	-1	60*	-2	0.7	4	1	3
16	CN1CCN(c2nc(-c3ccccc3)nc(-c3ccccc3)c2C#N)CC1	1.9	-8	1	1	-7	0.4	9	-1	-20
17	O=C(NN1C(=O)C2C3CCC(O3)C2C1=O)c1ccco1 (centres undefined)	0.1	-3	-1	1	7	-0.2	3	-2	-16
18	CCOC(=O)CC1CCCCN1Cc1cn[nH]c1-c1ccc(F)cc1F (centres undefined)	-1.6	-17	1	2	9	0.4	7	0	-3
19	CCCC(c1nnnn1CCc1ccccc1)N1CCN(C2CCCC2)CC1 (centres undefined)	0.9	-20	1	-7	-32	-0.7	6	-1	-2
20	O=C(CN1CCC(C(=O)c2ccc3c(c2)OCCO3)CC1)NC1CCCC1	4.5	-16	-1	5	4	-1.0	2	1	-3
21	CC(=O)c1cccc(-n2nnnc2SCC(=O)N2CCCC2)c1	1.9	-3	-3	6	12	0.1	0	-1	-10
22	Cc1cc2nc(SCC(=O)Nc3nonc3C)c3c(c2cc1C)CCCC3	-0.8	-4	1	6[fluorescence artefact?]	0	0.8	4	-4	-29
23	COc1ccccc1C(=O)N1CCCC(c2nc(-c3cc(OC)c(OC)c(OC)c3)no2)C1 (centres undefined)	-0.9	13	3	3[fluorescence artefact?]	-10	-1.1	6	0	-5
24	CN(C(=O)c1ccc(OC2CCN(CCc3ccccc3)CC2)cc1)C1CCOC1 (centres undefined)	-1.2	0	-2	-2	10	-0.3	6	-1	-5
25	O=C(NNC(=O)C1CCCO1)c1ccccc1Cl (centres undefined)	-2.1	8	-1	-1	3	2.3	0	0	4
26	O=C1CCCc2sc3c(c2N1)CCCCC3	-0.8	8	4	5	-17	0.0	0	1	-8
27	CS(=O)(=O)N(Cc1ccco1)Cc1ccccc1Cl	-2.3	-4	-4	5	4	1.4	0	1	-15
28	C=CCNC(=S)Nc1sc2c(c1C(=O)OCC)CC(C)(CC)OC2 (centres undefined)	1.1	-11	-3	0	-9	0.3	2	0	-14
29	Cc1ccc(S(=O)(=O)N2CCCC2)cc1[N+](=O)[O-]	-0.6	-7	-2	-7[fluorescence artefact?]	7	0.6	0	-2	-20
30	COCCCN1C(=O)c2ccc(C(=O)OCC(=O)NCCc3ccccc3)cc2C1=O	16*	-15	-5	2	3	-0.4	-1	0	0

Some of the entries above, reformatted.
[6] O=C1CNC(=O)N1Cc1ccc(Br)cc1
[7] COc1ccc2nccnc2c1[N+](=O)[O-]
compound no.	6	7
S1P4 ag	0.0	-1.1
Mdm2 ligase inh	-11	-9
Ba/F3 V617F tox	-2	0
eIF4E-4G inh	5[fluorescence artefact?]	-3
NPY-Y2 PAM-ag	7	-6
PERK inh	1.0	-0.3
BaF3 tox	3	0
Wee1 stabilizer	1	4
S1P4 antagonist	-16	0

More structures:
No.	SMILES	S1P4 ag	Mdm2 ligase inh	Ba/F3 V617F tox	eIF4E-4G inh	NPY-Y2 PAM-ag	PERK inh	BaF3 tox	Wee1 stabilizer	S1P4 antagonist
31	CCSc1nc2c(cnn2-c2ccc(C)cc2)c(=O)[nH]1	-2.0	-10	-3	-2	10	0.8	-2	0	-4
32	CC1CCCN(C(=O)c2ccc(CNc3c(N4CCCCC4)c(=O)c3=O)cc2)C1 (centres undefined)	1.1	-5	-3	-1	7	-0.3	2	1	-9
33	O=C1NCC2=C1C(c1ccc(Br)cc1)Nc1ccccc1N2 (centres undefined)	1.2	9	1	-8	21	-0.2	3	9.6*	3
34	O=C(CSc1ccc2nnc(-c3ccncc3)n2n1)NCc1ccco1	1.5	-3	-2	-4	-5	0.2	-5	2	-8
35	Cn1nc(C(=O)OCC(=O)Nc2ccc(S(N)(=O)=O)cc2)c2ccccc2c1=O	0.8	-7	-2	3	17	0.5	-2	-2	-3
36	COc1ccc(-n2cc(-c3ccccc3)c3c(N4CC(C)OC(C)C4)ncnc32)cc1 (centres undefined)	-0.7	-5	2	1	10	0.9	3	-1	1
37	Cc1c(N/C(=N/S(=O)(=O)c2ccc(Cl)cc2)c2ccccc2)c(=O)n(-c2ccccc2)n1C	-0.2	4	-1	0	7	-0.6	4	-2	-9
38	O=C(Nc1nnc(C2CC2)o1)c1ccc(S(=O)(=O)N2CCc3ccccc3C2)cc1	1.9	-1	-1	1	-18	0.7	4	-1	-19
39	Cc1ccc(-n2c(SCC(N)=O)nnc2-c2cnccn2)cc1	0.0	-5	0	-5	0	0.8	-5	1	-13
40	CN(C)S(=O)(=O)c1ccc(C(=O)Oc2ccccc2)cc1	0.8	-2	0	11	-2	0.8	3	0	10
41	Cc1ccccc1NC(=O)C(NC1CCCCC1)C(C)C (centres undefined)	0.6	5	-7	4	10	0.3	4	-1	-2
42	Fc1ccccc1NC(=S)N1CCN(c2ccccn2)CC1	-0.9	nt	-1	1	11	0.6	5	3	-6
43	CCOC(=O)CSC1=C(C#N)C(c2sccc2C)C(C(C)=O)=C(C)N1 (centres undefined)	-2.8	-2	2	11	-56	-0.6	7	3	-2
44	Cc1ccc(-c2cc(C(F)(F)F)n3nc(C(=O)NCCCn4ccnc4)cc3n2)cc1C	0.6	-18	-1	5	-18	-0.7	-2	-2	-10
45	O=C(CN1C(=O)c2ccccc2S1(=O)=O)c1ccc(O)c(O)c1	0.2	7	-2	-4	6	1.3	0	-3	-11
46	C=CCc1c(C)nc(SCC(=C)C)[nH]c1=O	-1.8	1	-4	-1[fluorescence artefact?]	0	1.2	1	4	-13
47	COc1cc(/C=N/O)ccc1OCc1ccc(Cl)cc1	-1.2	-24	-3	3	-18	0.3	4	0	-5
48	CC1CCc2nn(CC(=O)NCCN3CCOCC3)cc2C1 (centres undefined)	0.6	-27	2	3	12	1.6	4	-3	-15
49	Cc1ccc(-n2c(C)cc(C(=O)OCC(=O)N(CC(C)C)C3CCS(=O)(=O)C3)c2C)cc1 (centres undefined)	0.0	-16	-2	0	-12	-0.4	2	16*	1
50	O=C(Cn1cnc2ccccc2c1=O)Nc1nnc(SCc2ccc(Cl)cc2)s1	-0.2	nt	-4	2	-2	1.4	3	9	-13
51	CC(C)(C)NC(=O)C(c1ccccn1)N(C(=O)C1CSC(=O)C1)c1cccc(F)c1 (centres undefined)	-0.1	-8	-3	-1	7	0.6	2	1	-2
52	N#C/C(=C\c1cn(CCOc2ccccc2F)c2ccccc12)C(=O)NCc1cccs1	-0.4	-2	-5	-2	10	1.0	4	0	-7
53	CC(NC(=O)Cc1ccccc1)C(c1ccccc1)N1CCOCC1 (centres undefined)	0.6	-17	4	-4	-14	0.3	7	1	-10
54	O=C(NCCN1CCCCC1)c1cc(OCC(F)(F)F)ccc1OCC(F)(F)F	1.8	0	-5	1	-3	0.6	3	0	-32
55	CC(C)(C)CC(=O)Nc1nnc(C(F)(F)F)s1	-1.2	4	-2	2[fluorescence artefact?]	-4	0.8	-1	-3	8
56	Cc1c(Cl)cccc1NC(=S)N1CCc2ccccc2C1	0.4	-7	-1	2	9	2.8	3	-1	6
57	C#CC(C)(C)NC(=O)c1sccc1Oc1ccc(F)cc1[N+](=O)[O-]	0.6	10	4	-3	1	0.4	8	-1	-6

Two entries drawn at random from those above, as already listed:
No.	SMILES	S1P4 ag	Mdm2 ligase inh	Ba/F3 V617F tox	eIF4E-4G inh	NPY-Y2 PAM-ag	PERK inh	BaF3 tox	Wee1 stabilizer	S1P4 antagonist
43	CCOC(=O)CSC1=C(C#N)C(c2sccc2C)C(C(C)=O)=C(C)N1 (centres undefined)	-2.8	-2	2	11	-56	-0.6	7	3	-2
24	CN(C(=O)c1ccc(OC2CCN(CCc3ccccc3)CC2)cc1)C1CCOC1 (centres undefined)	-1.2	0	-2	-2	10	-0.3	6	-1	-5
